phage Ecoli inh: E. coli growth loss with phage present; 0.26% of 360,000 active; inhibition, % at 11.9 µM; AID 651602; growth absorbance; in the data active = inhibition above about 11%
SR-BI uptake up: activators of SR-BI mediated HDL lipid uptake. CHO ldlA[mSR-BI] cells, DiI-HDL uptake fluorescence, 3 h; 100 = double the neutral-control signal. activation, % at 12.5 µM. 0.096% of 320,000 active;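 active = mean replicate activation of at least 60% and every replicate at or above 60%; inconclusive = mean or all-replicate condition met, but not both; inactive = mean below 60% and not all replicates reaching 60%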;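 also: 0% = median plate neutral-control signal and 100% = twice that signal; values of inactives mirror those of a sister screen read the other way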
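Assay system: LDL receptor-deficient CHO ldlA cells overexpressing murine SR-BI / Medium: BSA-supplemented, HEPES-buffered Ham's F12, pH 7.4 / Probe or stimulus: DiI-labelled HDL at 10 µg/mL final / Timing: compound with DiI-HDL co-incubation, 3 h at 37 °C / Technique: bottom-read cell fluorescence after medium removal, ex 550/em 595 nm / Measure: HDL uptake via cellular fluorescence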
E coli growth: reduces bacterial viability in AddAB counter-screen; E. coli V3065 growth, OD600 absorbance, 18 h; inhibition, % at 11.9 µM; 0.27% of 330,000 active;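 active = inhibition above the campaign's mean inhibition across all tested compounds plus 3 SD, cut at about 9.9% in these data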;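 also: uninfected addAB+ strain grown without phage in ampicillin broth; 0% = DMSO wells and 100% = ciprofloxacin 0.95 µg/ml wells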
Wnt act: Wnt/beta-catenin pathway activation; Wnt/beta-catenin reporter cell assay, activator, plate reader; activation, % at 9.35 µM; 1.2% of 300,000 active; in the data active = activation above about 30%, passing the limit was not always enough; inconclusive = no clear call, values can overlap the other calls;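 also: 0% = neutral control wells and 100% = positive control wells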
Tat export inh: blocks Tat-dependent protein export in E. coli; E. coli MC4100 TorA-mCherry Tat export, fluorescence; inhibition, % at 10 µM; 0.036% of 340,000 active; AID 488895;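 active = mean replicate inhibition at least 50% and at least half of replicates individually reaching 50%; inconclusive = only one of the two criteria met; inactive = neither criterion met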;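 also: exported cargo escapes ClpAP degradation while cytoplasmic cargo is degraded and loses fluorescence; 0% = median of neutral control wells and 100% = median of NaSCN control wells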
SR-BI HDL uptake: blocks mouse SR-BI lipid uptake from DiI-HDL; inhibition, % at 12.5 µM; ldlA[mSR-BI] CHO cells, DiI-HDL uptake fluorescence, 3 h; Q61009; 0.96% of 320,000 active;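 active = mean replicate inhibition of at least 70% and a set share of replicates each scoring 70 or more; inconclusive = meets just one of the two criteria; inactive = fails both criteria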;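 also: 0% = median of neutral control wells and 100% = median of positive control wells; values of inactives mirror those of a sister screen read the other way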
Target sequence (Q61009 whole entry, looked up): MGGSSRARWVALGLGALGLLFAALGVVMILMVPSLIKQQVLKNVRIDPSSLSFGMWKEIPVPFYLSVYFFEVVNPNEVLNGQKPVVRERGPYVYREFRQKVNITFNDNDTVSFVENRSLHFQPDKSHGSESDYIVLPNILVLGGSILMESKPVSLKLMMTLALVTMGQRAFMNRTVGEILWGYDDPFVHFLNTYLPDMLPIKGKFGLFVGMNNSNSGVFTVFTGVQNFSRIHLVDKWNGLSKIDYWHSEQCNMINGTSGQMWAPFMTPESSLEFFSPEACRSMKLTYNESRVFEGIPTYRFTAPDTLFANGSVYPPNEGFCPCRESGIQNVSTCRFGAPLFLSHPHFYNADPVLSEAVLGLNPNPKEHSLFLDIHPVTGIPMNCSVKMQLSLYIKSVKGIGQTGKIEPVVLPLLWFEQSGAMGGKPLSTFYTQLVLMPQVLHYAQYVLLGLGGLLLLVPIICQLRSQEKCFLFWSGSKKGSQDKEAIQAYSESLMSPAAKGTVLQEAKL
CAL PDZ FP-1: human CAL PDZ-peptide interaction inhibition; purified CAL PDZ, TMR-peptide fluorescence polarization, 1 h; inhibition, % at 20 µM; 0.02% of 330,000 active; AID 504414;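 active = highest replicate inhibition of at least 40%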;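 also: plate controls were DMSO neutral control wells for no effect and unlabeled competitor peptide control wells for full effect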
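Assay system – tagged CAL PDZ protein CerCALP, purified · Timing – 1 h at RT · Compound – single point, 20 µM · Measured by – fluorescence polarization from S- and P-plane intensities, G-factor corrected · Evaluation – inhibition from polarization loss · Probe or stimulus – TMR reporter peptide T*-PRC34 · Buffer or medium – pH 7.4 phosphate-saline buffer, reducing agent, detergent, IgG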
MITF TRPM1 HTS: activators of MITF-driven TRPM1 promoter activity in SK-MEL-5 cells | SK-MEL-5 TRPM1-promoter luciferase, 24 h; % of positive control, neutral wells = 0 | activation, % at 12.5 µM | 0.75% of 300,000 active | AID 588334;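 active = mean activation of at least 80% with every replicate also reaching 80%; inconclusive = mean reaches 80% but some replicate falls short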;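 also: 0% = neutral control wells and 100% = parthenolide positive control wells; values of inactives mirror those of a sister screen read the other way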
AddAB inh: less growth of phage-infected E. coli with AddAB; inhibition, % at 11.9 µM; 0.29% of 330,000 active; E. coli expressing H. pylori AddAB, absorbance growth; in the data active = inhibition above about 12%;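 also: 0% = vehicle wells of infected cells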
CAL PDZ FP-2: CAL PDZ (human) peptide binding inhibition; 0.92% of 300,000 active; AID 602252; Q9HD26; purified CAL PDZ, TMR-peptide fluorescence polarization, 1 h; inhibition, % at 24.9 µM;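 active = mean inhibition of at least 30% with at least half of replicates also reaching 30%; inconclusive = no clear call, values can overlap the other calls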;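 also: 0% = DMSO neutral control and 100% = excess unlabeled competitor peptide PRC23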
An asterisk follows results filed as active; ? = inconclusive; . = no result given.

SMILES,phage Ecoli inh,SR-BI uptake up,E coli growth,Wnt act,Tat export inh,SR-BI HDL uptake,CAL PDZ FP-1,MITF TRPM1 HTS,AddAB inh,CAL PDZ FP-2
CS(=O)(=O)Nc1ccccc1C(=O)N1CCCC1,1.2,42.7,2.5,.,-7.9,-42.7,-0.8,-6.3,0.3,-2.0
COc1cc(C2NC(=O)N(C)C(C)=C2C(=O)OCc2ccccc2)cc(Br)c1O (stereo not drawn),0.8,13.0,0.1,0.6,-0.3,-13.0,0.0,-0.6,-0.9,.
COCCN(C(=O)COC(=O)c1sccc1C)c1c(N)n(Cc2ccccc2)c(=O)[nH]c1=O,-0.4,14.0,0.1,-0.2,-5.1,-14.0,-2.0,3.1,-0.9,5.4
CC1(OC(=O)c2cccs2)C(=O)C=C2C=C3CCCN3C=C2C1=O (stereo not drawn),.,26.4,-1.0,.,-3.3,-26.4,0.0,-10.7,5.2,2.0
CCn1cc(C(=O)NCC2CCCO2)c(=O)c2cc(S(=O)(=O)N3CCC(C)CC3)ccc21 (stereo not drawn),-0.5,6.9,-0.7,11.9,-1.5,-6.9,-3.2,.,-1.3,-0.3
CCc1ccc(-c2ccc(SCC(=O)Nc3nnc(C)s3)nn2)cc1,3.3,4.2,0.9,14.4,-7.5,-4.2,-1.9,30.0,-0.2,-2.7
O=C(c1ccccc1)N1CCC(c2nc(-c3ccc(S(=O)(=O)N4CCOCC4)cc3)no2)CC1,0.7,0.7,0.7,-0.7,-1.0,-0.7,-0.3,-4.2,-0.1,-3.9
COc1cc(C(c2sc3nc(C)nn3c2O)N2CCOCC2)cc(OC)c1OC (stereo not drawn),2.5,-7.4,0.4,-1.1,-0.8,7.4,-0.9,.,-0.3,.
COc1ccc(-c2cn3nc4c(nc3n2)CCCC4)cc1,-1.2,10.5,.,1.7,4.0,-10.5,0.2,-58.5,.,0.1
O=C(O)C1=CC2C=C(Cl)C=CC2OC1=O (stereo not drawn),2.7,10.2,.,-6.2,6.4,-10.2,-0.1,-8.2,.,-4.4
COc1ccc(Br)cc1S(=O)(=O)NCCc1cccs1,4.6,0.1,0.2,0.2,-3.2,-0.1,0.3,7.7,1.5,-4.5
COCc1cc(=O)n2c(-c3ccc(C)cc3)n[nH]c2n1,0.8,8.6,1.4,6.3,-3.2,-8.6,1.0,0.8,2.9,2.2
C[C@@H]1CN[C@H](CCO)/C1=C\c1ccccc1,2.8,30.2,.,-0.9,0.5,-30.2,-2.9,11.5,.,4.4
Cc1cc(NCCCN)nc(-c2ccccc2O)n1,3.4,-11.6,1.4,.,-7.5,11.6,-0.6,31.3,-0.9,-4.4
Cc1ccc(OCC(=O)N/N=C\c2ccc(-c3cccc(C(=O)O)c3)o2)c(C)c1,0.8,22.3,-3.8,.,8.0,-22.3,-3.0,14.3,4.3,-4.3
CCN1C(=O)[C@H]2[C@@H](c3ccc(-c4cccc(Cl)c4)cc3)N3CCCC[C@@]3(C(=O)OC)[C@H]2C1=O,1.3,6.5,3.9,-12.0,6.6,-6.5,0.0,5.3,2.2,-4.1
CCCCN(CCCC)CCNC(=O)CSCc1ccc(C)cc1,1.2,18.5,-0.8,-2.8,1.9,-18.5,0.3,1.6,0.6,-3.2
Cc1cc(OCC(=O)Nc2cc(S(=O)(=O)N3CCOCC3)ccc2N2CCCC2)ccc1C(C)C,-2.7,11.7,-0.7,-1.2,5.3,-11.7,-0.8,-2.6,3.8,-0.9
CC1CC(C)CN(C(=O)COC(=O)c2ccc(Cl)nc2)C1 (stereo not drawn),0.8,6.4,.,0.9,-2.4,-6.4,-2.7,7.7,.,-2.3
O=C(COC(=O)c1ccc[nH]c1=O)Nc1ccc(S(=O)(=O)N2CCCC2)cc1,1.7,.,0.5,-3.8,-17.3,.,0.0,-2.4,2.3,2.5
O=C1c2ccccc2CSc2c(O)cccc21,3.5,.,-3.0,0.2,.,.,.,.,2.1,.
OC(CNCc1ccccc1)c1ccccc1 (stereo not drawn),2.4,2.9,-1.2,-3.2,4.5,-2.9,0.1,6.9,1.5,-9.1
Cc1ccc2cc(C#N)c(NCCNC(=S)NCCCN3CCOCC3)nc2c1,1.1,-19.8,-1.4,-2.5,-0.6,19.8,-3.3,-1.1,0.9,-3.2
CCN(CC)C(=O)C[n+]1cccc(/C=N/O)c1,5.7,-2.8,-3.2,-4.6,-2.0,2.8,-1.9,7.6,-2.0,-3.5
O=C(COc1ccccc1[N+](=O)[O-])Nc1cccnc1,1.8,25.5,1.5,?,-10.5,-25.5,-0.4,61.3,1.1,-1.9
CCOC(=O)C1CCCN(C(=O)c2cn(CC(C)C)c(=O)c3cc(OC)c(OC)cc23)C1 (stereo not drawn),2.6,9.5,-0.9,-0.6,-0.7,-9.5,-0.4,.,3.3,-0.6
Cc1nc2c(-c3ccc(F)cc3)c(C)[nH]n2c(=O)c1Cl,-2.8,16.7,-7.2,-1.3,15.7,-16.7,0.3,.,-1.2,-1.9
O=C(N/N=C/c1cccs1)c1cccc2cc[nH]c12,2.5,-8.1,-0.2,7.2,-0.4,8.1,-2.1,27.6,-1.5,-1.4
O=[N+]([O-])c1ccc(OCCN2CCNCC2)cc1,1.9,10.3,-0.6,-6.5,8.2,-10.3,-2.1,-13.8,1.0,1.4
C#CCOCCOCCOCCNc1nc(N2CCN(C(=O)[C@H](CC(N)=O)n3cc(C(N)[C@H](C)CC)nn3)CC2)nc(N2CCN(C(=O)[C@H](CC(N)=O)n3cc(C(N)[C@@H](C)CC)nn3)CC2)n1 (stereo partly drawn),0.0,7.6,-3.0,0.0,15.9,-7.6,-2.3,8.2,0.2,-2.6
O=C(NCC1CCCO1)c1cccc2c1C(=O)c1ccc(N3CCC(Cc4ccccc4)CC3)cc1S2(=O)=O (stereo not drawn),.,-9.8,-0.3,.,1.9,9.8,0.4,-22.7,-2.0,-2.2
Oc1ccc(NC(=S)Nc2ccc(F)cc2)cc1,1.8,14.1,-0.6,-0.5,-5.9,-14.2,-0.7,.,2.9,-3.4
COc1ccc(NC(=O)Cn2nnc(C(=O)NCc3ccc(C)cc3)c2N)cc1OC,-0.2,3.3,-0.9,-0.5,-8.3,-3.3,-2.6,15.5,1.5,-1.2
O=C(Cc1ccsc1)N1CCN(S(=O)(=O)c2cccc(F)c2)CC1,2.4,53.9,-1.8,-0.3,3.1,-53.9,-0.8,-4.5,-1.5,0.0
O=S(=O)(Cc1ccc(Cl)cc1)Nc1ccc2c(c1)OCO2,3.4,-7.3,-3.0,-1.4,4.7,7.3,0.3,-1.6,1.8,-4.5
COc1cccc(-n2c(SCC(N)=O)nc3c([nH]c4ccccc43)c2=O)c1,2.5,.,-1.0,-1.7,-1.5,-4.5,-2.5,-10.3,2.0,-2.0
CCN(CC)S(=O)(=O)c1ccc(C(=O)NNC(=O)c2cccs2)cc1,2.6,-7.0,-1.2,10.9,4.5,7.0,-0.4,7.6,1.8,1.6
COc1ccccc1NC(=S)NCc1ccc(F)cc1,0.2,5.6,0.6,0.0,0.3,-5.6,-0.8,-0.9,0.1,.
COc1ccc(/C=C/C(=O)c2c(O)ccc3c(C)cc(=O)oc23)cc1,1.1,-4.8,0.0,-5.7,2.0,4.8,-2.9,-0.4,0.7,-3.0
Brc1ccc(-c2nnc(Cc3ccccc3)o2)cc1,1.3,.,-0.3,24.5,.,.,.,.,2.1,.
O=C(O)[C@@H](O)[C@H](O)C(=O)O,1.9,0.5,1.3,-1.3,-5.9,-0.5,0.1,3.3,-0.6,-1.1
CN(CC(=O)Nc1ccccc1Cl)C(=O)C1CCN(S(=O)(=O)c2ccc3c(c2)OCCO3)CC1,-1.3,10.6,-0.2,9.6,2.6,-10.6,-2.1,-6.0,0.0,-1.8
COc1ccc(CCNC(=O)C23CCC(C)(C(=O)C2=O)C3(C)C)cc1OC (stereo not drawn),2.9,2.4,0.3,-1.0,-5.8,-2.4,-1.2,6.2,1.5,-2.1
COc1ccc(C(=O)OCC(=O)Nc2cccc(S(=O)(=O)NC3=NCCCCC3)c2)cc1[N+](=O)[O-],-0.6,-19.1,.,-4.9,3.5,19.1,-1.5,-4.8,.,-5.7
Cc1ccc(S(=O)(=O)c2cc3c(=O)n4ccccc4nc3n(CCc3ccccc3)c2=N)cc1,0.2,2.9,-0.5,12.6,7.8,-2.9,-2.5,32.3,2.4,-8.1
COc1ccc(C(=O)Nc2ccccc2)cc1S(=O)(=O)Nc1cc(C)on1,0.5,6.5,1.5,-1.9,2.1,-6.5,1.3,-0.2,1.1,-1.9
COc1ccc(C(=O)Nc2ccc3c(c2)nc(CN2CCN(C(C)=O)CC2)n3C)cc1,1.8,-7.6,0.6,1.3,-3.1,7.6,-1.4,7.1,2.7,8.2
O=C(COC(=O)c1ccccc1O)Nc1cccc2ccccc12,1.9,13.1,0.9,-5.8,7.1,-13.1,0.4,-14.1,-0.7,-3.9
O=C(Cc1ccccc1)Nc1ccc(S(=O)(=O)N2CCOCC2)cc1,-0.8,.,-1.5,0.1,-6.2,.,-4.2,-12.9,0.8,.
COc1ccc(-c2c(C)nn3c(NC4CCCC4)cc(C)nc23)cc1OC,-0.9,-4.2,0.2,0.7,-7.5,4.2,0.0,-18.3,0.4,-0.3

Following part:
SMILES,phage Ecoli inh,SR-BI uptake up,E coli growth,Wnt act,Tat export inh,SR-BI HDL uptake,CAL PDZ FP-1,MITF TRPM1 HTS,AddAB inh,CAL PDZ FP-2
CCCCNC(=O)CSc1nnc(Cc2ccccc2)n1CC,-0.8,6.3,-1.1,-5.0,-9.6,-6.3,-1.2,6.9,2.1,7.9
C=CCSc1ncccc1C(=O)NCc1ccc(C)cc1,0.1,0.2,-0.6,-6.7,3.1,-0.2,-0.3,-3.0,0.4,-1.2
COc1cc(C(=O)Nc2ncccc2C)ccc1OCC(=O)N1CCOCC1,4.0,14.5,-1.9,-2.2,1.9,-14.6,0.6,-4.2,0.8,-0.6
CCOc1cc(/C=C2/SC(=S)N(Cc3ccccc3)C2=O)ccc1O,5.0,0.4,0.8,2.3,-1.7,-0.4,-3.1,.,-1.9,-28.1
Cc1ccc(S(=O)(=O)CC(=O)NC(C)c2ccccc2)cc1 (stereo not drawn),2.7,7.7,-1.7,0.7,-0.7,-7.7,-0.8,0.9,6.3,.
CCN(CC)c1ccc(/C=N/N2CCN(Cc3ccc(C)cc3)CC2)c(O)c1,.,15.9,0.2,-1.3,7.6,-15.9,-0.4,3.1,4.3,.
Cc1ccc(N=C(NO)c2nonc2N)cc1,0.7,14.4,2.9,.,-16.8,-14.4,0.8,22.2,2.5,.
CCN(CC(=O)Nc1ccc(OC)cc1)CC(=O)Nc1cccc(C#N)c1,3.7,.,-1.6,0.9,-1.7,.,-4.3,-0.1,-2.7,-13.7

Bioassay records: PubChem BioAssay, several laboratories
